Screening data as filed in PubChem BioAssay.
V1aR counter: counter-screen for oxytocin receptor agonists: human V1a receptor agonists; AID 2797; activation, % at 3 µM; P37288; hit rate 0.25% among 320,000; CHO-V1R cells, Fluo-8 calcium fluorescence, agonist mode; 0% DMSO, 100% 3 nM vasopressin;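 active = activation above the mean activation of all tested compounds plus 3 SD, per screening run, cut at about 20% in these data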;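 note: signal is peak over basal fluorescence ratio across a 100 second FLIPR read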
NALP1 inh: NALP1 inhibition | S. cerevisiae NALP1/ASC/caspase-1 growth, X-gal OD620, 72 h | inhibition, % at 10 µM | hit rate 0.61% among 280,000; in the data active = inhibition mostly above about 24%, no sharp cut-off; inactive = mostly below about 32%; note: some compounds called inactive have numbers as strong as hits
OXTR ag: activates the human oxytocin receptor | P30559 | CHO-OTR cells, Fluo-8 calcium fluorescence; normalized: DMSO 0%, oxytocin 100% | activation, % at 3 µM | hit rate 0.32% among 320,000 | AID 2435;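 active = activation above the mean of all tested compounds plus 3 SD, cutoff set per screening run, cut at about 20% in these data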;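 note: peak over basal fluorescence ratio from a 100 s FLIPR kinetic read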
GalR3 antag: human GalR3 antagonism | O60755 | HEK293 GalR3-CNG cAMP membrane potential fluorescence; galR3 body fused to GalR1 C-terminus | inhibition, % at 3 µM | hit rate 0.44% among 360,000;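 active = inhibition above the screen-wide average plus 3 SD, cut at about 13% in these data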;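 note: forskolin and galanin both at EC90 stimulate the cells; cAMP rise reported by CNG channel membrane potential dye signal; 0% = forskolin plus galanin with DMSO and 100% = forskolin alone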
Target sequence (O60755 1-299 limits assumed): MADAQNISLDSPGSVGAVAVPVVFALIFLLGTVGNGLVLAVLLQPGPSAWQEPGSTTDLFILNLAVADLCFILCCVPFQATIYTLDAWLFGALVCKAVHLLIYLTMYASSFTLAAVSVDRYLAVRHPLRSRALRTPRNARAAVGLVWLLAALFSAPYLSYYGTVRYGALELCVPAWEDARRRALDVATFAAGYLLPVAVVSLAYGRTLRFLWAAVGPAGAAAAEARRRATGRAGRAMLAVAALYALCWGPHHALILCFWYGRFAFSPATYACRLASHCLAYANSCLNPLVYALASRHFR
MEKK3 PB1 HTS: raises or lowers MEK5 binding to the human MEKK3 PB1 domain; bead-based flow cytometry, Alexa488-MEK5 binding to MEKK3; actives lie on both sides; 0 = blocked by unlabeled MEK5, 100 = vehicle; binding response (% of control), % at 10 µM; hit rate 1.4% among 290,000;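 active = binding response more than 3 SD above or below the average of its plate-row segment, actives on both sides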;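 note: Alexa488 bead fluorescence after subtracting the streptavidin-only scavenger bead signal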
MEKK2 mut-MEK5: signal of MEK5 binding to mutant human MEKK2 PB1 domain | bead flow cytometry, Alexa488-MEK5 binding to MEKK2 mutant | percent response, % at 10 µM | hit rate 0.35% among 290,000; in the data active = percent response above about 24%, passing the limit was not always enough; note: inactives centre near 1; some results filed as inactive read as strong as hits; reference of the scale not given here
MEKK2 WT-MEK5: raises or lowers MEK5 binding to wildtype human MEKK2 PB1 domain. hit rate 1.1% among 290,000. Q9Y2U5. binding response (% of control), % at 10 µM. bead flow cytometry, Alexa488-MEK5 binding to MEKK2 WT; actives lie on both sides; in the data active = binding response below about 67% or above about 130%
GPR7 antag: antagonists of human GPR7 (neuropeptides B/W receptor 1) | GPR7-expressing cells, fluorescence antagonist assay | inhibition, % at 4.4 µM | hit rate 1.1% among 290,000 | AID 1861; in the data active = inhibition above about 16%, passing the limit was not always enough;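 note: cells stimulated with the agonist NPW; 0% = agonist with vehicle and 100% = vehicle without agonist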
Target sequence (P48145 whole entry, looked up): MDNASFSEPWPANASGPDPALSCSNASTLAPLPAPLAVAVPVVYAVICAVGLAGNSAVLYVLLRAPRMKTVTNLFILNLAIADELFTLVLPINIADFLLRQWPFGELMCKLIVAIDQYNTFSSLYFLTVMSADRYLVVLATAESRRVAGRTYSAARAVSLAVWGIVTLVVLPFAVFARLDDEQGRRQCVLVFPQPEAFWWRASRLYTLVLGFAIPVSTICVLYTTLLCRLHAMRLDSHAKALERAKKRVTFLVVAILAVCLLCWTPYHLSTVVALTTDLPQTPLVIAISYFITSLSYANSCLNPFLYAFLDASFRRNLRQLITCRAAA
PHOSPHO1 inh: blocks human PHOSPHO1 phosphatase activity. Q8TCT1. recombinant PHOSPHO1, absorbance phosphatase assay. inhibition, % at 13.3 µM. hit rate 1.1% among 290,000. AID 1565; in the data active = inhibition above about 60%
Target sequence (Q8TCT1 whole entry, looked up): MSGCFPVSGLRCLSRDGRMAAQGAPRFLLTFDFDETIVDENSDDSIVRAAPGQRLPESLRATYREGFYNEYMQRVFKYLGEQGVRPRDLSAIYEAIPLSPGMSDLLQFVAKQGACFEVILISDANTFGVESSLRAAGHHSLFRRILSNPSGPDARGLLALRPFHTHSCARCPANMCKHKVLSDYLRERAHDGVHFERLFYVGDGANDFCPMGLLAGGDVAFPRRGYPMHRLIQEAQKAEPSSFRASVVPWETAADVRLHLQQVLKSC
An asterisk follows results filed as active; . = no result given; [ ] = dose if it differs, or a comment.

Structure,NALP1 inh,MEKK3 PB1 HTS,GalR3 antag,GPR7 antag,OXTR ag,PHOSPHO1 inh,MEKK2 mut-MEK5,MEKK2 WT-MEK5,V1aR counter
CN(C)S(=O)(=O)c1ccc(Cl)c(NC(=O)COC(=O)/C=C/c2ccco2)c1,2.6,100.0,-6.9,-9.9,0.7,27.5,-2.0,97.0,0.2
CC(C)(C)OC(=O)C1C(=O)CC(C)(O)C(C(=O)OC(C)(C)C)C1c1ccco1 (configuration not stated),14.9,96.0,-3.1,-10.7,-1.4,-18.3,3.0,104.0,-0.4
Cc1cc(=O)[nH]c2c(N=Nc3ccc(O)cc3)c(N)nn12,0.4,96.0,4.2,-2.5,.,-22.4,-6.0,96.0,.
CCOc1ccccc1-c1noc(CCC(=O)NC2CCCCC2)n1,7.0,98.0,-2.3,-3.5,0.1,10.2,-4.0,97.0,0.8
C#CCOCCOCCOCCNc1nc(N2CCN(C(=O)[C@H](CCC(=O)O)n3cc(C(N)CC(C)C)nn3)CC2)nc(N2CCN(C(=O)[C@H](CCC(=O)O)n3cc(C(N)[C@H](C)CC)nn3)CC2)n1 (some centres not stated),5.2,90.0,.,-6.4,0.6,-3.4,2.0,90.0,0.6
c1ccc2nc(SCc3cn4ccccc4n3)cnc2c1,9.1,101.0,-7.8,-0.2,-1.2,51.6,1.0,101.0,-0.7
O=C(COC(=O)c1cc([N+](=O)[O-])ccc1Cl)NC1CCCC1,-1.4,103.0,-8.7,-3.1,-1.5,-3.4,4.0,102.0,-0.1
Cn1c(N)c(C(=O)COC(=O)CSc2cccc3cccc(Cl)c23)c(=O)n(C)c1=O,21.5,119.0,-1.3,-5.2,-0.5,26.0,0.0,116.0,-0.5
O=C(COc1ncnc2scc(-c3ccc(F)cc3)c12)NCc1ccco1,-5.8,102.0,-2.2,-7.1,-0.6,29.0,2.0,103.0,0.7
COc1ccc(NC(=O)c2ccc(Cl)c(S(=O)(=O)N3CCc4ccccc4C3)c2)cn1,7.9,99.0,4.9,-1.0,7.5,-10.2,-3.0,98.0,6.2
CCOC(=O)C1(CCOc2ccccc2)CCN(Cc2ccc3nonc3c2)CC1,1.9,105.0,-5.9,1.1,-1.6,68.4*,8.0,115.0,-1.1
CCc1nnc(NC(=O)CCC(=O)N2CCN(Cc3ccccc3)CC2)s1,9.5,100.0,-7.9,-2.2,-0.6,11.4,1.0,105.0,0.1
CCN1CCN(C(=O)c2cc(=O)c3cc(C)ccc3o2)CC1,13.4,104.0,-7.0,5.0,0.9,-14.1,3.0,105.0,2.3
COc1ccccc1C(=O)C1CCCN(C(=O)c2ccc3c(c2)OCCO3)C1 (configuration not stated),-5.6,110.0,1.6,-8.5,-0.6,10.6,-7.0,98.0,-0.3
O=S(=O)(Cc1ccccc1)N1CCC(c2nc(-c3cccs3)no2)CC1,9.0,99.0,.,-7.5,-1.0,-0.2,1.0,99.0,0.0
CSc1ccccc1OCc1cc(C(=O)N(C)Cc2ccc(C)o2)no1,6.9,105.0,-4.2,12.4,-2.2,29.0,7.0,103.0,-0.5
C/C(=N\NC(=O)CCc1c[nH]c2ccccc12)c1cccc([N+](=O)[O-])c1,31.6,99.0,4.4,22.6,3.3,3.4,2.0,88.0,4.1
COC(=O)C(CC(=O)O)NCc1ccco1 (configuration not stated),-14.6,101.0,-2.9,-11.1,0.1,23.1,2.0,100.0,-0.7
COc1ccccc1C(c1nnnn1C(C)(C)C)N1CCN(C(=O)c2ccco2)CC1 (configuration not stated),-33.5,103.0,5.3,-7.1,-0.1,-4.9,7.0,104.0,-0.2
Clc1ccc(Br)cc1-c1nc(-c2ccncc2)no1,10.2,101.0,-4.0,-0.3,-1.2,17.4,-3.0,102.0,-0.5
COc1ccc(C(=O)NC(=C(Cl)Cl)S(=O)(=O)c2ccc(C)cc2)cc1,8.9,102.0,-4.6,-5.6,-0.7,36.6,7.0,104.0,-0.6
O=C(O)C(=O)Nc1ccc(NC(=O)C(c2ccccc2)c2ccccc2)cc1,27.1,2.0*[inhibitor],-8.3,-10.8,.,-11.5,-51.0,3.0*[inhibitor],.
O=C(NCc1ccco1)c1ccc(S(=O)(=O)N2CCOCC2)cc1,10.3,116.0,-5.8,-5.0,0.8,-4.2,5.0,106.0,0.1
Cc1ccnc(N2C(=O)c3ccccc3C2O)c1 (configuration not stated),5.8,101.0,.,-1.8,-0.2,-8.8,7.0,106.0,0.8
COc1ccc(S(=O)(=O)N2CCCCC2)cc1NC(=O)CSc1nccn1C,-0.2,103.0,-1.6,-11.5,-0.7,21.4,-1.0,100.0,0.1

Structure,NALP1 inh,MEKK3 PB1 HTS,GalR3 antag,GPR7 antag,OXTR ag,PHOSPHO1 inh,MEKK2 mut-MEK5,MEKK2 WT-MEK5,V1aR counter
CN(C)CCCN(Cc1cc2cc3c(cc2[nH]c1=O)OCO3)C(=S)Nc1cccc(Cl)c1,6.2,99.0,-2.7,6.0,1.6,20.3,-7.0,113.0,3.6
Cc1ccc(C(=O)N2CCCC(c3ccccc3)=N2)cc1,-3.8,100.0,-4.1,-14.8,-1.1,20.3,0.0,98.0,0.2
CCn1c(SCc2nc3cc(OC)c(OC)cc3c(=O)[nH]2)nc2ccccc21,-0.7,107.0,2.2,-8.8,-1.3,60.0*,2.0,106.0,1.0
O=C(Nc1ccc2c(c1)CCC2)c1cnn2c1NC(c1ccco1)CC2C(F)(F)F (configuration not stated),28.6,95.0,-1.4,-8.0,-1.2,41.6,-2.0,94.0,0.0
COC(=O)N/N=C(\C)c1ccc(OC(F)F)cc1OC(F)F,22.7,99.0,-2.7,-9.1,-0.6,6.0,16.0,118.0,-0.8
C=C(C)c1cccc(C(C)(C)NC(=O)NNC(=O)c2ccccc2O)c1,-2.5,99.0,-9.6,3.5,-1.5,35.1,-4.0,100.0,0.2
CCN(CC)c1ccc(C2CC(=O)Nc3cc(OC)c(OC)cc32)cc1 (configuration not stated),-0.1,107.0,2.5,-10.6,-0.2,-15.6,12.0,103.0,0.0
COc1cc(OC)c2c(=O)cc(-c3cccnc3)oc2c1,23.1,103.0,-8.6,-1.8,-0.1,44.6,-4.0,101.0,0.7
COc1ccc(C2C(C#N)=C(N)Oc3n[nH]c(C)c32)cc1CN1CCN(c2ccc(F)cc2)CC1 (configuration not stated),7.7,99.0,-5.7,1.5,-0.8,54.0,0.0,113.0,-0.8
COC(=O)c1ccc(CN2CCC(n3nccc3NC(=O)C3CC3)CC2)cc1,9.1,101.0,-4.3,-10.9,-0.4,31.3,-2.0,103.0,0.0
COc1cccc(CNC(=O)C2CCN(S(=O)(=O)c3ccc4c(c3)OCCO4)CC2)c1,9.2,102.0,-4.0,-19.3,-0.5,28.0,8.0,106.0,2.4
CCOc1ccccc1-c1nc(-c2cc3ccc(C)cc3[nH]c2=O)no1,0.2,101.0,-6.1,-5.5,1.0,5.7,-5.0,83.0,-0.5
Cc1cccc(NC(=O)c2ccccc2Br)n1,-11.0,96.0,3.0,.,-0.8,50.5,1.0,95.0,0.0
COc1ccc(N2C(=O)C(Cc3ccccc3)NC2=S)cc1 (configuration not stated),30.7,102.0,-4.8,-7.7,-1.1,-64.9,-4.0,99.0,0.3
Cc1cc(C)c(NC(=O)C2CC3CCC2C3)c(C)c1 (configuration not stated),6.1,111.0,.,1.1,-2.2,13.8,21.0,108.0,-0.3
COc1cc2ccccc2cc1C(=O)NC(=S)Nc1nnn(C)n1,9.1,101.0,-3.8,3.1,0.1,28.0,-1.0,102.0,0.6
CCOC(=O)CCCC(=O)N1CCOCCOCCOCC1,10.8,87.0,-0.3,-3.4,1.2,11.7,-10.0,91.0,0.7
c1ccc2c(c1)N1CCN=C1N2CCN1CCCCC1,-3.1,100.0,0.0,-3.6,0.5,1.0,2.0,103.0,0.3
C=CCN(C(=O)c1ccc2c(c1)nnn2C)c1ccccc1,1.9,104.0,-7.8,4.5,2.8,10.8,-2.0,102.0,0.0
CC1CCCCN1C(=O)CSc1nnc(-c2cccs2)o1 (configuration not stated),9.5,102.0,-10.9,-2.4,0.3,26.5,1.0,102.0,0.3
COc1ccc(OC)c2c(C)cc(N3CCN(C(=O)c4ccc(C)cc4)CC3)nc12,-3.5,98.0,-3.2,-7.7,0.7,-30.0,-5.0,95.0,-0.8
N#Cc1ccc(/C=N/NC(=O)c2ccccc2F)cc1,25.5,115.0,0.5,-1.8,0.1,1.1,47.0,140.0*,0.6
O=C(Cn1c(C(=O)N2CCN(C3CCCCC3)CC2)cc2sccc21)c1ccccc1,5.3,113.0,-5.3,19.9*,-0.3,3.2,10.0,121.0,-0.5
CC1CCCCN1C(=O)C1CCN(c2nc(-c3ccccc3)nc3c2CCC3)CC1 (configuration not stated),11.8,103.0,-6.8,-17.1,-1.9,-115.2,1.0,102.0,-1.7
CC(C)COC(=O)N(C)c1ccc(C(O)(C(F)(F)F)C(F)(F)F)cc1,7.9,104.0,-4.9,15.5,-2.0,-6.7,5.0,103.0,-1.1
Cc1ccccc1CC(=O)N1CCCc2ccccc21,13.4,104.0,-5.8,-8.1,-1.7,34.0,4.0,106.0,-0.5

An excerpt from above in order of their number in GPR7 antag, high to low:
Molecule	NALP1 inh	MEKK3 PB1 HTS	GalR3 antag	GPR7 antag	PHOSPHO1 inh	MEKK2 mut-MEK5	MEKK2 WT-MEK5
COc1ccc(C2C(C#N)=C(N)Oc3n[nH]c(C)c32)cc1CN1CCN(c2ccc(F)cc2)CC1 (configuration not stated)	7.7	99.0	-5.7	1.5	54.0	0.0	113.0
N#Cc1ccc(/C=N/NC(=O)c2ccccc2F)cc1	25.5	115.0	0.5	-1.8	1.1	47.0	140.0*
CC1CCCCN1C(=O)CSc1nnc(-c2cccs2)o1 (configuration not stated)	9.5	102.0	-10.9	-2.4	26.5	1.0	102.0

Two compounds from above, reduced to GalR3 antag.
SMILES	GalR3 antag
C=C(C)c1cccc(C(C)(C)NC(=O)NNC(=O)c2ccccc2O)c1	-9.6
CCN(CC)c1ccc(C2CC(=O)Nc3cc(OC)c(OC)cc32)cc1 (configuration not stated)	2.5
